KCNQ2 block – KCNQ2 channel blockers in CHO-K1 cells – cell-based, FluxOR thallium flux, B-score, primary screen (AID 2156); O88943; 20 min; active compounds read low; B-score at 10 µM; 310,000 compounds, 1.1% hits;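 active = fluorescence ratio B-score at most minus 3 library SDs, with starting brightness B-score within 2 library SDs, cut at about -5.5 in these data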
Target sequence (O88943 whole entry, looked up): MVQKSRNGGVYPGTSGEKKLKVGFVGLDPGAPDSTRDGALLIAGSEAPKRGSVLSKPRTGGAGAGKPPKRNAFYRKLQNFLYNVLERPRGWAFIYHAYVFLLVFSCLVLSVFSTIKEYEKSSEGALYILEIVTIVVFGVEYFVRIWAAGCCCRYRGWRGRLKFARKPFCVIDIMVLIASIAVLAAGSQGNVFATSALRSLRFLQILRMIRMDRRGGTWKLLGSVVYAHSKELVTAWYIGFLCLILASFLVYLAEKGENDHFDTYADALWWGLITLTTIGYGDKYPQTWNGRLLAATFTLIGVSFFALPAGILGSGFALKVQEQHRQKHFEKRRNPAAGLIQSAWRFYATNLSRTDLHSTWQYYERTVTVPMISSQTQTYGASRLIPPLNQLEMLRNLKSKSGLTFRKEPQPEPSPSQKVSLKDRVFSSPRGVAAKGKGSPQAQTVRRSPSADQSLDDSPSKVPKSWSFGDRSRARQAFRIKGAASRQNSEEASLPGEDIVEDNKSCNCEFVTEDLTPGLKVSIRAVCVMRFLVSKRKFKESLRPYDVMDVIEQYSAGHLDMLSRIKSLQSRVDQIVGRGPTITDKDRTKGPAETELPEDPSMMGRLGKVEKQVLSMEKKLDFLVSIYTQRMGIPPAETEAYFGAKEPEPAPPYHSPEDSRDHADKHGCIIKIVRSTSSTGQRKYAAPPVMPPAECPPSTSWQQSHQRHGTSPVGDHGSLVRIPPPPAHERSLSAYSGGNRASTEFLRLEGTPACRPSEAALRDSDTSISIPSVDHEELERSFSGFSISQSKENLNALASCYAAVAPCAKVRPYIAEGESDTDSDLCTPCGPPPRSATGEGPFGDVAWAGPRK
CHT inh – human CHT choline transport inhibition; B-score at 10 µM; CHT-expressing cells, membrane potential dye, choline response; active compounds read low; AID 488975; 310,000 compounds, 0.86% hits; Q9GZV3;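 active = B-score over 3 SD under the library average, and starting fluorescence ratio not unusually high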;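 note: choline stimulus applied at its EC90 after an EC20 pre-addition; B-score computed on integrated fluorescence ratio after choline addition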
Active calls of the source: *; i = inactive; / = no result given.

KCNQ2 block	CHT inh	SMILES
i	i	Cn1c(=O)c2c(ncn2CC(=O)Nc2ccccc2)n(C)c1=O
i	i	O=C(Cn1cc2c(n1)CCCC2)NCCCN1CCN(C2CCCCC2)CC1
i	i	CCOC(=O)c1c(C)c(C(=O)NCc2ccco2)c(C)n1CC
i	i	COc1ccc(OC)c(NC(=O)CSc2ccc3ccccc3c2)c1
i	i	O=C(COc1ccc2c(c1)OCO2)Nc1ccccc1F
/	i	COC(=O)c1ccccc1NC(=O)c1ccc(COc2ccccc2)o1
i	i	CC[C@H](C)[C@H](NC(N)=O)C(=O)Nc1ccc(S(=O)(=O)NC(C)C)cc1
i	i	Cc1ccc(C)c(OCc2nc3ccccc3[nH]2)c1
i	i	O=C(c1ccc(-c2ccc([N+](=O)[O-])cc2Cl)o1)N1CCOCC1
i	i	Cc1nnsc1NC(=O)OCc1ccccc1Cl
i	i	O=C1CSC(=S)N1c1ccc(Cl)c(Cl)c1
i	i	O=C(CCCN1C(=O)C2CC=CCC2C1=O)Nc1ccccc1F (configuration not stated)
i	i	CC12CNCC(C)(CN(C3(O)C(=O)Nc4ccc(Br)cc43)C1)C2=O (configuration not stated)
i	i	Cc1ccccc1N(CC(=O)Nc1ccccc1C(=O)NCc1ccco1)S(=O)(=O)c1ccccc1
i	i	COC(=O)COc1ccc(Cl)cc1C1Nc2ccccc2C(=O)N1c1ccc(OC)cc1 (configuration not stated)
i	i	Cn1c(CC(=O)Nc2ccccc2)nnc1SCC(=O)NC1CCCC1
i	i	CCOc1cccc(SCc2noc(C(=O)NCCOC)c2C(=O)O)c1
i	i	CCOC(=O)c1c(NC(=O)c2c(Br)cnn2CC)sc(C)c1C
i	i	O=C(CCl)Nc1ccc(N2CCCCCC2)cc1
i	i	NNC(=O)c1csc(-c2ccccc2)n1
i	i	Cc1ccc2oc(=O)c3cnn(CC(=O)N4CCN(c5ccccn5)CC4)c3c2c1
i	i	COc1ccc(/C=C/C(=O)c2nc3ccccc3n2CC(=O)c2ccc(OC)cc2)cc1
i	i	CC(NC(=O)COC(=O)[C@@H]1CCCN1S(=O)(=O)c1ccccc1F)C12CC3CC(CC(C3)C1)C2 (some centres not stated)
i	i	C/C(=N\NC(=S)NCCc1ccccc1)c1ccc(C)cc1
i	i	CC(Cc1cccnc1)NC(=O)c1cc(COc2ccc(F)cc2Cl)on1 (configuration not stated)
i	i	CCOc1ccccc1C(=O)Nc1nnc(SCC(=O)N2CCOCC2)s1
i	i	N#Cc1c(Nc2ccccc2Cl)s[nH]c1=O
i	i	COC(=O)C1=C2SC(C)C(=O)N2C(N)=C(C#N)C1c1ccc(OC)c(OC)c1 (configuration not stated)
i	i	NC(=O)c1cc(S(=O)(=O)Nc2ccccc2)cs1
i	i	CC(=O)N1CC=C2C(C#N)=C(N)C(C#N)(C#N)C(C)C2C1 (configuration not stated)
i	i	COc1cc(S(N)(=O)=O)c(OC)cc1N
i	i	CCn1c(SCC(=O)c2ccccc2)nnc1-c1cnccn1

Sorted by molar mass (smallest number first): part of the list above
KCNQ2 block	CHT inh	SMILES
i	i	COc1cc(S(N)(=O)=O)c(OC)cc1N
i	i	CC(=O)N1CC=C2C(C#N)=C(N)C(C#N)(C#N)C(C)C2C1 (configuration not stated)
i	i	COC(=O)C1=C2SC(C)C(=O)N2C(N)=C(C#N)C1c1ccc(OC)c(OC)c1 (configuration not stated)

More results
KCNQ2 block	CHT inh	SMILES
i	i	CCOc1ccc(NC(=O)c2cccc3c2C(=O)N(CCOC)C3)cc1
i	i	COC(=O)c1c(NC(=S)Nc2ccc(C(=O)N3CCOCC3)cc2)sc2c1CCC2
i	i	O=S(=O)(Nc1ccc2c(c1)OCCO2)c1ccc(Br)s1
i	i	COc1cccc(CNC(=O)CCN2C(=S)NC(C)(C)CC2C)c1 (configuration not stated)
i	i	O=C(Cn1nnc(-c2ccc3c(c2)OCO3)n1)NCc1ccco1
i	i	Cc1ccc(/C=N/OC(=O)c2c(C)noc2-c2snnc2C)cc1
i	i	COc1ccc(NC(=O)CCNS(=O)(=O)c2ccc3c(c2)CCC(=O)N3)cc1
i	i	C=CCn1c(SCC(=O)/C(C#N)=C(\C)N)nc2sc(CC)cc2c1=O
i	i	COc1cc(CNC2CCCC2)cc(Cl)c1OCc1ccc(F)cc1
i	i	CCN1CCN(S(=O)(=O)c2cc(OCC(=O)NC3CCCCC3)c(C)cc2Cl)CC1
i	i	CC1(C)CC(=O)C(C(=O)c2ccccc2)C(=O)C1
i	i	CN(C(=O)CC1C(=O)NCCN1Cc1cccc(F)c1F)C1CCOCC1 (configuration not stated)
i	i	CCOC(=O)C1(CCOc2ccccc2)CCN(Cc2ccc(OCCO)cc2)CC1
/	i	C#CCOCCOCCOCCNc1nc(OC)nc(N2CCN(C(=O)[C@H](CCC(=O)O)n3cc(C(N)CO)nn3)CC2)n1 (some centres not stated)
i	i	CC(On1nnc2ccccc21)C(=O)N1CCN(Cc2ccccc2)CC1 (configuration not stated)
i	i	N#CC1=C(N)Oc2n[nH]c(-c3ccccc3)c2C12C(=O)Nc1ccccc12 (configuration not stated)
i	i	C=CCO/N=C(/CCC)C1=C(N)CC(C)(C)CC1=O
i	i	CC(O)[C@H]1CNCCN1CCc1cccc2ccccc12 (some centres not stated)
i	i	Cc1cc(C(F)(F)F)nn1CC(=O)NCC1CCCO1 (configuration not stated)
i	i	Cc1ccc(CC(=O)N2CCN(S(=O)(=O)c3ccccc3)CC2)cc1C
i	i	O=C(Nc1cccc(-c2ccc(N3CCCCC3)nn2)c1)c1ccc(Br)o1
i	i	CC(c1ccccc1)n1c(-c2cccs2)nc2c(c(=O)c3ccccc3n2C)c1=O (configuration not stated)
i	i	COc1ccc2c(c1)[nH]c1c(=O)n(CC3CCCO3)cnc12 (configuration not stated)
i	i	C[N+]12CCC(CC1)C(OC(=O)C(O)(c1ccccc1)c1ccccc1)C2 (configuration not stated)

Compound profiles, as listed above. Screens in order: KCNQ2 block	CHT inh
C[N+]12CCC(CC1)C(OC(=O)C(O)(c1ccccc1)c1ccccc1)C2 (configuration not stated) reads i	i
Cc1ccc(CC(=O)N2CCN(S(=O)(=O)c3ccccc3)CC2)cc1C reads i	i
COc1ccc2c(c1)[nH]c1c(=O)n(CC3CCCO3)cnc12 (configuration not stated) reads i	i
O=C(Nc1cccc(-c2ccc(N3CCCCC3)nn2)c1)c1ccc(Br)o1 reads i	i

The listing picks up, repeating the 3 entries before the break.
KCNQ2 block	CHT inh	SMILES
i	i	CC(c1ccccc1)n1c(-c2cccs2)nc2c(c(=O)c3ccccc3n2C)c1=O (configuration not stated)
i	i	COc1ccc2c(c1)[nH]c1c(=O)n(CC3CCCO3)cnc12 (configuration not stated)
i	i	C[N+]12CCC(CC1)C(OC(=O)C(O)(c1ccccc1)c1ccccc1)C2 (configuration not stated)
i	i	O=C(O)c1ccccc1C(=O)Nc1ccccc1NC(=O)c1ccccc1C(=O)O
i	i	NC(=O)c1sc2nc(-c3ccco3)ccc2c1N
i	i	Clc1ccc(C2Nc3cccc4cccc(c34)N2)cc1
i	i	Cc1cc(C)c(C)c(S(=O)(=O)N2CCN(c3ccc(O)cc3)CC2)c1C
i	i	CC(=O)N/C(=C\c1ccccc1)C(=O)Nc1ccccc1C
i	i	Cc1cc2ncn(CCC(=O)NC(C)(C)C)c2cc1C
i	i	Nc1c(Cl)ncnc1N/N=C/c1cccc(O)c1
i	i	COC(=O)c1[nH]c2cccc(C)c2c1NC(=O)CN1CCN(C(=O)c2ccco2)CC1

Reprinted at random: three compounds from above, in no set order.
KCNQ2 block	CHT inh	SMILES
i	i	NC(=O)c1sc2nc(-c3ccco3)ccc2c1N
i	i	Cc1cc2ncn(CCC(=O)NC(C)(C)C)c2cc1C
i	i	O=C(O)c1ccccc1C(=O)Nc1ccccc1NC(=O)c1ccccc1C(=O)O

The results go on.
KCNQ2 block	CHT inh	SMILES
i	i	CCO[C@H]1OC(C(=O)NCc2nc3ccccc3[nH]2)=C[C@@H](C2CC2)[C@@H]1CCCO
i	i	OCCCNC(=S)Nc1ccc(Nc2ccccc2)cc1
i	i	CCc1nnc(NC(=O)CSc2nc(-c3ccccc3)nc3ccccc23)s1
i	i	COC(=O)CN1C(=O)Nc2ccc(Cl)cc2C1c1ccccc1 (configuration not stated)
i	i	COc1cnn(-c2ccccc2)c(=O)c1OC
i	i	CSC1=NCCN1S(=O)(=O)c1ccc(C)cc1
i	i	Cc1cccc(SCC(=O)Nc2ccccc2[N+](=O)[O-])c1
i	i	Cc1cccc(C)c1OCC(=O)Nn1c(=O)[nH]c2ccccc2c1=O
-5.81*	i	COc1ccccc1NC(=O)CN1CCN(c2ccccc2F)CC1
i	i	COc1ccc(C2c3c(oc4ccccc4c3=O)C(=O)N2c2ccccn2)cc1 (configuration not stated)
i	i	Cc1cccc(OCc2nc(-c3ccc(Br)o3)no2)c1
i	i	CNS(=O)(=O)c1cc(-c2nnc(Nc3ccc(NC(C)=O)cc3)c3ccccc23)ccc1C
i	i	C/C=C/C(=O)Nc1ccc(N2CCN(c3ccc(C(F)(F)F)cn3)CC2)nc1
i	i	Cc1ccccc1NC(=S)NCc1cccs1
i	i	O=C(CN1C(=O)c2ccccc2S1(=O)=O)N1CCCCC1
i	i	CCOc1cc(S(=O)(=O)N(CC)CC)c(OCC)cc1-n1cnnn1
i	i	CCOC(=O)C(Cc1ccc(OC)c([N+](=O)[O-])c1)NC(=O)CCC(=O)Nc1ccc(C)cc1 (configuration not stated)
i	i	CC(NC(=O)C1CCC1)c1ccccc1 (configuration not stated)
i	i	CN(Cc1ccccc1)S(=O)(=O)c1nnc(NC(=O)c2ccc(F)cc2)s1
i	i	Cc1c(OCC(=O)NC(Cc2ccc(Cl)cc2)C(=O)O)ccc2c1oc(=O)c1ccccc12 (configuration not stated)
i	i	CCn1c(CNC(=O)C2CCCCC2)cc2cc(C)ccc21
i	i	O=C(NC1CCCC1)c1ccc(Cl)c(S(=O)(=O)N2CCOCC2)c1
i	-6.5*	C=CCc1cccc2cc(C(=O)Nc3cccc(C(=O)O)c3)c(=O)oc12
i	i	CC(=O)OCc1c(F)c(F)c(-n2nc(C)cc2C)c(F)c1F
i	i	C=CCCCCCCCCc1nc(SCC(=O)O)n[nH]1
i	i	O=C(CN1CCN(c2ccc(F)cc2)CC1)Nc1nccs1
i	i	COc1cccc(OCc2cc(C(=O)N3CCN(c4ccccc4O)CC3)no2)c1
i	i	Cc1ccc(C)c(Cc2c(C)nc(C)[nH]c2=O)c1
i	i	O=C(c1ccccc1NS(=O)(=O)c1cccc([N+](=O)[O-])c1)N1CCOCC1
i	i	O=C(CSc1ccccc1)N1CCN(c2ccc(F)cc2)CC1
i	i	Cn1nc(C(=O)N2CCCc3ccccc32)c2ccccc2c1=O
i	i	COc1ccccc1OCCNC(=O)CNC(=O)c1ccc2c(c1)OCO2
i	i	CCCCCC1CCC(c2n[nH]c(=S)n2C)CC1 (configuration not stated)
i	i	CNc1nnc(-c2cccc(N(C)C)c2)s1
i	i	CCOc1cc(S(=O)(=O)NC2CC(C)(C)NC(C)(C)C2)ccc1F
i	i	Cc1ccc2c(c1)n([O-])c1c([n+]2=O)CCCC1
i	i	CCOC(=O)c1sc(=S)n(-c2ccc(C)cc2)c1SC
i	i	Cc1cccc(C)c1OCc1nnc(SCC(=O)Nc2cccc(C(=O)N3CCOCC3)c2)n1C
i	i	CCOC(=O)c1ccc(NC(=O)CCOc2ccc(OC)cc2)cc1
i	i	COc1ccc(N=C2NC(=O)/C(=C/c3ccco3)S2)cc1
i	i	Cc1ccc(CN2CCN(Cc3ccc(-n4cccn4)cc3C)CC2CCO)cc1 (configuration not stated)
i	i	CN(C)c1ccc(C(O)P(=O)(OCc2ccccc2)c2ccc(N(C)C)cc2)cc1 (configuration not stated)
i	i	COc1ccccc1N=Cc1nc(-c2ccccc2)oc1OC(C)=O
i	i	O=C(NCc1cccc(Cl)c1)C1CCN(c2nnc(N3CCCC3=O)s2)CC1
i	i	CC(/C=N/NC(=O)c1ccncc1)=C\c1ccco1
i	i	COC(=O)c1ccc(CSc2nnc(-c3c[nH]c4ccccc34)n2C)o1
i	i	Cc1ccc(C(=O)N/N=C\c2ccncc2)s1
i	i	CC(=O)Nc1nc(-c2ccccc2)c(-c2ccccc2)o1
i	i	O=C(COc1ccc(Nc2ccccc2)cc1)OCC(=O)N1CCCCC1
/	i	O=C(Nc1ccncc1)c1cccs1
i	i	CC(C1CC1)N(Cc1ccccc1)C(=S)Nc1ccccc1 (configuration not stated)
i	i	O=C1N/C(=N\N=C\c2cccs2)SC1Cc1ccc(Cl)c(Cl)c1 (configuration not stated)
i	i	COCCNC(=O)c1ccc(CSc2nc3ccccc3s2)cc1
i	i	O=C(Cc1ccccc1)N1CCN=C1SCc1cccc([N+](=O)[O-])c1
i	i	CCN1C(=O)c2cccc3c(S(=O)(=O)Nc4ccccc4OC)ccc1c23
i	/	Cc1ccc(C(C#N)N2CCOCC2)cc1 (configuration not stated)

Following part.
KCNQ2 block	CHT inh	SMILES
i	i	COc1ccccc1/C=N/N(C(C)=O)c1nc(-c2ccc(F)cc2)cs1
i	i	C[C@H](NC(=O)C1CCN(S(=O)(=O)c2ccccc2)CC1)C(=O)NCc1ccc(F)cc1
i	i	Nc1nonc1C(=O)NCCNCc1c(OCc2ccccc2F)ccc2ccccc12
i	i	O=C(NCc1ccco1)c1ccc(Cn2cc([N+](=O)[O-])cn2)o1
-6.34*	i	COC(=O)c1cn(C(=O)c2cc(OC)cc(OC)c2)c2ccccc12
i	i	CN(C(=O)/C=C/c1cnc2ccccc2c1)C1CCCCC1
i	i	CCOC(=O)N1CCN(C(=O)c2ccc(N(Cc3ccc(C)cc3)S(C)(=O)=O)cc2)CC1
i	i	COc1ccc(N2CCN(S(=O)(=O)c3ccc(OC)c(C(=O)N4CCCC4)c3)CC2)cc1
i	i	COc1ccccc1CCNS(=O)(=O)c1cn(C)nc1C
i	i	CCN(CC)S(=O)(=O)c1cccc(NC(=O)CCNC(=O)NC23CC4CC(CC(C4)C2)C3)c1
